FUS suppressor – qHTS for Suppressors of FUS Proteinopathy: Primary screen using FUS-linked yeast assay. 390,000 tested, 0.24% active. Potency, µM (titrated, usually from 76.6 µM), for inactives: at the top dose growth rescue (activation), actives largely listed as activators. S. cerevisiae FUS-expressing, growth rescue, OD600, 24 h;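 further: potency means the concentration at half of the fitted maximal effect; plate controls were DMSO vehicle for no effect and reference control for full effect; nearly all actives have a fitted effect of over 55% in size; some results filed as inactive show a strong effect at the top dose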
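Cultures pregrown in 2.5% raffinose medium are shifted to minimal medium containing 2% galactose to express toxic FUS. Compounds are tested at several concentrations. After 24hr at 30C, growth is quantified at 600 nm absorbance.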
TDP-43 yeast inh – qHTS of TDP-43 Inhibitors; TDP-43 expressing yeast growth rescue, BacTiter-Glo, 24 h; Potency, µM (doses to about 46.1 µM), without a hit: at the highest dose growth rescue (activation), actives largely listed as activators; 410,000 tested, 1.8% active; further: potency means the concentration at half of the fitted maximal effect; % of control where 0% means no effect; nearly all actives have a fitted effect of over 50% in size
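Galactose-induced TDP-43 yeast, OD600=0.02, compound pinned; 24 hr, 30 deg C; BacTiter-Glo luminescence for growth. Inhibitors of TDP-43 toxicity read as activators.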
aSyn rescue – qHTS of alpha-syn Inhibitors. Potency, µM (doses to about 46.1 µM), inactives show at the highest dose growth rescue (activation), usual class: activators. Yeast expressing alpha-synuclein, growth rescue, BacTiter-Glo, 24 h. 370,000 tested, 0.14% active; further: potency means the concentration at half of the fitted maximal effect; % of control where 0% means no effect; nearly all actives have a fitted effect of over 65% in size
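Readout is rescue of growth in alpha-synuclein-expressing yeast, so inhibitors of toxicity appear as activators. Growth after 24 hr at 30 deg C in galactose medium is quantified by luminescence.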
PTHR1 ag – qHTS for PTHR1 Agonists: Primary Screen; HEK293 GP2 PTHR1 cells, GloSensor cAMP luminescence, 1 h; Potency, µM (titrated, usually from 115 µM), for inactives: at the top dose activation, hits mostly activators; 410,000 tested, 0.075% active; AID 743266, 2014; further: potency means the concentration at half of the fitted maximal effect; nearly all actives have a fitted effect of over 55% in size; some results filed as inactive show a strong effect at the top dose; inactives centre near -15; many of its hits are not listed in these tables
Target sequence (Q03431 whole entry, looked up): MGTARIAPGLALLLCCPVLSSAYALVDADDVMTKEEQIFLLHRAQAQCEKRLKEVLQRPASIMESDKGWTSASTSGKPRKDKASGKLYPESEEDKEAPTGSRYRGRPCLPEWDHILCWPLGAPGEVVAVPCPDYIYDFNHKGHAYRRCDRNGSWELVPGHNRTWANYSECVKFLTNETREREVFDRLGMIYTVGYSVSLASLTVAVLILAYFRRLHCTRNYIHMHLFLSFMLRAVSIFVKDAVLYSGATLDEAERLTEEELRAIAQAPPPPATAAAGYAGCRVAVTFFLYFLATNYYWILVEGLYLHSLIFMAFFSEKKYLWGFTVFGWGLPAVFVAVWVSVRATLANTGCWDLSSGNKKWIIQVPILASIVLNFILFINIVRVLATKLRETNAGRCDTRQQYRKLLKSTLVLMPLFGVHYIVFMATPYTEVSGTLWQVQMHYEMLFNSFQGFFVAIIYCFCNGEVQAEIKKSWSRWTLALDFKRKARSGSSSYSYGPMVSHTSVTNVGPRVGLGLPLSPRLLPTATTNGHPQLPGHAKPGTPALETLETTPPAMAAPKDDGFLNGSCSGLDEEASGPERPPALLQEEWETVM
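HEK-293-derived GP2 cells expressing PTHR1 and a GloSensor cAMP reporter, 3,000/well, plated overnight, given luciferin plus IBMX (each 0.5 mM as added) for 1 h at 37 °C, then compound for 1 h at 37 °C. Luminescence was read after 15 min at room temperature.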
DRD3 antagonist – qHTS of D3 Dopamine Receptor Antagonist: qHTS; D3R cells, DiscoveRx beta-arrestin luminescence, antagonist mode; active compounds read low; max response, negative = inhibition, %; 360,000 tested, 2.5% active; AID 652054, 2013; in the data active means max response below about -50%; inconclusive means no clear call, values can overlap the other calls; further: on the % scale 0 is the no-effect control and ±100 the full control effect; mostly tested at two doses, the higher about 12 µM
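Cells plated overnight at 1500 cells/well, then exposed to library compounds with dopamine controls for 90 minutes at 37 degrees C. DiscoveRx reagent added for 30–60 minutes at room temperature; luminescence read, quantitative HTS format.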
Abeta yeast res – qHTS for compounds that reverse cellular toxicity of Amyloid beta (A-beta) peptide in yeast: Primary Screen | yeast expressing A-beta42, growth rescue, OD600, 48 h; response scale: 0% DMSO, 100% iron-clioquinol control | Potency, µM (series often up to 46.1 µM), without a hit: top-dose growth rescue, most hits filed as activators | 410,000 tested, 0.063% active | AID 1347071, 2019; further: potency means the concentration at half of the fitted maximal effect; nearly all actives have a fitted effect of over 55% in size
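Growth rescue measured by 600 nm absorbance after 48 h yeast culture at 30 C with compound. Values normalized between DMSO and an equimolar ferric chloride plus clioquinol control.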
GLP-1R agonist – qHTS of GLP-1 Receptor Agonists; Glucagon-like peptide 1 receptor (Homo sapiens), P43220; HEK293 GLP-1R CRE-luciferase, luminescence, 4-6 h; cells express a hypersensitive GLP-1R form; Potency, µM (top dose mostly 45.6 µM), without a hit: at the top dose activation, most hits filed as activators; 380,000 tested, 0.007% active; further: potency means the concentration at half of the fitted maximal effect; % of control where 0% means no effect
Target sequence (P43220 whole entry, looked up): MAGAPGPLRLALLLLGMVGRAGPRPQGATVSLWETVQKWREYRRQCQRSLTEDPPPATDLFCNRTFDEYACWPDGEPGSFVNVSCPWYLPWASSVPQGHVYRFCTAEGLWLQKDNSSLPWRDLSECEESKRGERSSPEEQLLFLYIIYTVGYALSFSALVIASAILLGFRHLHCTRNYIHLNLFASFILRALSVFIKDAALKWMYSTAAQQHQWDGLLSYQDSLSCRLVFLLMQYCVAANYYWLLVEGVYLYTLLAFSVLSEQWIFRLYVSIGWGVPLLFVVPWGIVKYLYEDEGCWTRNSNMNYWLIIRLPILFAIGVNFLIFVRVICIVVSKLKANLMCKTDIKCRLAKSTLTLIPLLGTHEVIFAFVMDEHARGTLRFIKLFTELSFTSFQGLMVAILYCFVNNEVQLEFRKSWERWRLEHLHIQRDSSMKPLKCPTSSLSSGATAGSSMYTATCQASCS
pAkt inh – HTS Assay for Inhibitors of Akt Phophorylation: Primary Screen; 360,000 tested, 0.32% active; Neuro2A IGF-stimulated pAkt S473 HTRF, 20 min; active compounds read low; activity change, % for hits at 50 µM; in the data active means activity change below about -80%; inconclusive means mostly about -51% to -80%; further: on the % scale 0 is the no-effect control and ±100 the full control effect
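Neuro2A cells in DMEM with 0.5% FBS, overnight at 37 deg C, given compound at single 50 µM final, then IGF (6 nM final) for 20 min at 37 deg C. Lysed; phospho-Akt Ser473 by HTRF after 24 h, 665/615 ratio.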
GLP-1R inv ag – qHTS of GLP-1 Receptor Inverse Agonists (Inhibition Mode). Glucagon-like peptide 1 receptor (Homo sapiens), P43220. HEK293 GLP-1R CRE-luciferase, luminescence, 24 h; GLP-1R form is constitutively active. Potency, µM (highest dose often 38.3 µM), for the others: at the top dose activity change, negative = inhibition, actives largely listed as inhibitors. 410,000 tested, 1.6% active; further: potency means the concentration at half of the fitted maximal effect; on the % scale 0 is the no-effect control and ±100 the full control effect; nearly all actives have a fitted effect of over 55% in size
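Inverse agonism was detected as reduced cAMP-driven luciferase luminescence after 24 h compound treatment. The cells were HEK293 clones expressing constitutively active human GLP-1R with the reporter. Reporter-only and GPR119 cell lines served as counterscreen controls.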
The depositor's hits bear a star; & = joins results of further samples; [ ] = dose if it differs, or a comment. Unless noted, the call rests on the fitted dose curve; in most records, active means well fitted curve in the direction sought with a large enough effect; inconclusive means small, poorly fitted or top-dose-only effect, or another doubt; inactive means no such curve, though single readings can be large; an effect the other way counts as inactive or inconclusive. This is a subset; rates above refer to the full screens.

What do the screens show for `Cc1ccc(C)c(N2CCN(C3=C(c4ccccc4)C(=O)c4ccccc43)CC2)c1`?
FUS suppressor: -11%; TDP-43 yeast inh: 9%; PTHR1 ag: inactive; Abeta yeast res: -2%; GLP-1R inv ag: 8%

Results for COc1ccc(-c2csc(Nc3ccc(C)cn3)n2)cc1OC ?
FUS suppressor: 3%; TDP-43 yeast inh: 0%; aSyn rescue: -13%; PTHR1 ag: -49%[inhibitor]; DRD3 antagonist: 56; Abeta yeast res: inconclusive; GLP-1R agonist: -5%; pAkt inh: inactive; GLP-1R inv ag: inconclusive

What do the screens show for `CC(C)[C@H](NC(=O)c1ccc(Cl)c([N+](=O)[O-])c1)C(=O)NCc1ccc(Cl)cc1Cl`?
FUS suppressor: -1%; TDP-43 yeast inh: 0%; aSyn rescue: 13%; PTHR1 ag: -15%; DRD3 antagonist: inconclusive; Abeta yeast res: 16%; GLP-1R agonist: -1%; pAkt inh: inactive; GLP-1R inv ag: -13%

How did CCOCc1cc(C)[nH]c(=O)c1C#N do in these assays?
FUS suppressor: -31%; TDP-43 yeast inh: -8%; aSyn rescue: 0%; PTHR1 ag: inactive; DRD3 antagonist: -25; Abeta yeast res: 10%; GLP-1R agonist: 1%; pAkt inh: inactive; GLP-1R inv ag: 1%

Results for CN(C[C@H](Cc1ccccc1)N(C[C@H](Cc1cccc2ccccc12)N(CCc1ccccc1)N=O)N=O)N=O ?
FUS suppressor: inconclusive; TDP-43 yeast inh: 13%&-13%; aSyn rescue: -1%&7%; PTHR1 ag: -7%; DRD3 antagonist: -3&-30; Abeta yeast res: 7%&7%; GLP-1R agonist: 8%&2%; pAkt inh: inactive; GLP-1R inv ag: inconclusive

What do the screens show for `COc1ccc(-c2c[nH]c(=O)[nH]c2=O)cc1OC`?
FUS suppressor: -10%; TDP-43 yeast inh: -13%; aSyn rescue: 4%; PTHR1 ag: -16%; DRD3 antagonist: 14; Abeta yeast res: -8%; GLP-1R agonist: 8%; pAkt inh: inactive; GLP-1R inv ag: 10%

What do the screens show for `O=C(NC1CCS(=O)(=O)C1)Oc1ccccc1` (configuration not stated)?
FUS suppressor: -14%; TDP-43 yeast inh: -11%; aSyn rescue: 1%; PTHR1 ag: inactive; DRD3 antagonist: -9; Abeta yeast res: -4%; GLP-1R agonist: -1%; pAkt inh: inactive; GLP-1R inv ag: -15%

What do the screens show for `CC(C)S(=O)(=O)CC(=O)c1ccc(Cl)cc1`?
FUS suppressor: -34%; TDP-43 yeast inh: 21%; aSyn rescue: 1%; PTHR1 ag: inactive; DRD3 antagonist: inconclusive; Abeta yeast res: 5%; GLP-1R agonist: 0%; pAkt inh: inactive; GLP-1R inv ag: 10%

Results for Clc1ccc(-c2cn(-c3ccc(Cl)cc3)c3[n+]2CCCCC3)cc1 ?
FUS suppressor: -21%; TDP-43 yeast inh: -7%; aSyn rescue: -1%; PTHR1 ag: inactive; DRD3 antagonist: -5; Abeta yeast res: 0%; GLP-1R agonist: -4%; pAkt inh: inactive; GLP-1R inv ag: -22%

Results for COc1ccc(N(C)S(=O)(=O)c2cccc(C(=O)OCC(=O)Nc3sc4c(c3C#N)CCCCC4)c2)cc1 ?
TDP-43 yeast inh: 24%; aSyn rescue: -2%; PTHR1 ag: -8%; DRD3 antagonist: -7; Abeta yeast res: -19%; GLP-1R agonist: 0%; pAkt inh: inactive; GLP-1R inv ag: 21%

Results for Cc1nc(-c2nnc(SCC(=O)Nc3cc(C(F)(F)F)cc(C(F)(F)F)c3)n2C)cs1 ?
FUS suppressor: -14%; TDP-43 yeast inh: 0%; aSyn rescue: 0%; PTHR1 ag: -7%; DRD3 antagonist: 11; Abeta yeast res: 6%; GLP-1R agonist: -6%; pAkt inh: inactive; GLP-1R inv ag: 6%

What do the screens show for `CSCCC(NS(=O)(=O)c1ccccc1F)C(=O)Nc1cccc(C)n1` (configuration not stated)?
FUS suppressor: inconclusive; TDP-43 yeast inh: 0%; aSyn rescue: 12%; PTHR1 ag: -7%; DRD3 antagonist: 4; Abeta yeast res: -10%; GLP-1R agonist: -1%; pAkt inh: inactive; GLP-1R inv ag: -1%

How did CCOC1=C2[C@@H](CN(S(=O)(=O)c3ccc(C)cc3)[C@H]2c2ccc(Cl)cc2)[C@H]2C(=O)N(c3ccccc3)C(=O)[C@H]2C1 do in these assays?
FUS suppressor: 1%; TDP-43 yeast inh: 20%; aSyn rescue: 1%; PTHR1 ag: -30%; DRD3 antagonist: -9; Abeta yeast res: -10%; GLP-1R agonist: 4%; pAkt inh: inactive; GLP-1R inv ag: 8%

How did Cc1cc2nc(C3CCCN(C(=O)NCc4ccccc4)C3)[nH]c2cc1C (configuration not stated) do in these assays?
FUS suppressor: -2%; TDP-43 yeast inh: -8%; aSyn rescue: 1%; PTHR1 ag: -5%[57.5 µM]; DRD3 antagonist: -30; Abeta yeast res: -8%; GLP-1R agonist: 11%; pAkt inh: inactive; GLP-1R inv ag: inconclusive

What do the screens show for `O=C(O)CSc1nnc(CNc2cccc(C(F)(F)F)c2)n1Cc1ccco1`?
FUS suppressor: 7%; TDP-43 yeast inh: -17%; aSyn rescue: 3%; PTHR1 ag: -14%; DRD3 antagonist: 10; Abeta yeast res: 22%; GLP-1R agonist: -5%; pAkt inh: inactive; GLP-1R inv ag: 11%

Results for C(=N\N1CCN(Cc2ccccc2)CC1)/c1cccs1 ?
FUS suppressor: 7%; TDP-43 yeast inh: 5%; aSyn rescue: 0%; PTHR1 ag: inactive; DRD3 antagonist: -73*; Abeta yeast res: 10%; GLP-1R agonist: -2%; pAkt inh: inactive; GLP-1R inv ag: -12%

What do the screens show for `O=C(COC(=O)C1C2CC3OC(=O)C1C3C2)Nc1cccc(Cl)c1` (configuration not stated)?
FUS suppressor: 8%; TDP-43 yeast inh: -2%; aSyn rescue: 5%; PTHR1 ag: inactive; DRD3 antagonist: 2; Abeta yeast res: -1%; GLP-1R agonist: 13%; pAkt inh: inactive; GLP-1R inv ag: -13%

What do the screens show for `COc1cc(-c2n[nH]c(=S)n2-c2cc(C(F)(F)F)ccc2Cl)cc(OC)c1OC`?
TDP-43 yeast inh: 21%; aSyn rescue: 1%; PTHR1 ag: inactive; DRD3 antagonist: inconclusive; Abeta yeast res: 9%; GLP-1R agonist: -7%; pAkt inh: inactive; GLP-1R inv ag: 12%

What do the screens show for `COC(=O)c1ccc(CSc2nc(C)nc3sc(C)c(C)c23)o1`?
FUS suppressor: 14%; TDP-43 yeast inh: -19%; aSyn rescue: 26%; PTHR1 ag: -4%[57.5 µM]; DRD3 antagonist: 9; Abeta yeast res: -25%; GLP-1R agonist: 6%; pAkt inh: inactive; GLP-1R inv ag: 28%

How did Cc1ccc(Cl)cc1NC(=O)c1ccc(-c2nc(CSc3ccccc3)c(C)o2)cc1 do in these assays?
FUS suppressor: 30%; TDP-43 yeast inh: 8%; PTHR1 ag: -16%; Abeta yeast res: 2%; GLP-1R inv ag: -16%

Results for CC(=O)N1c2ccc(S(=O)(=O)N3CCC(C(=O)Nc4cc(C)cc(C)c4)CC3)cc2CC1C (configuration not stated) ?
FUS suppressor: 16%; TDP-43 yeast inh: -6%; aSyn rescue: -3%; PTHR1 ag: -21%; DRD3 antagonist: -10; Abeta yeast res: 9%; GLP-1R agonist: 8%; pAkt inh: inactive; GLP-1R inv ag: 29%

Results for O=C(Cc1ccc(NC(=O)C2CCN(C(=O)C3CCCC3)CC2)cc1)Nc1cccc(C(=O)N2CCCCC2)c1 ?
FUS suppressor: 8%; TDP-43 yeast inh: 0%; aSyn rescue: -11%; PTHR1 ag: inactive; DRD3 antagonist: 11; Abeta yeast res: 7%; GLP-1R agonist: -2%; pAkt inh: inactive; GLP-1R inv ag: 13%

What do the screens show for `O=C(CCCCCN1C(=O)c2ccccc2C1=O)Nc1ccccc1F`?
FUS suppressor: 23%; TDP-43 yeast inh: -27%; aSyn rescue: -1%; PTHR1 ag: 6%; DRD3 antagonist: -2; Abeta yeast res: -25%; GLP-1R agonist: 17%; pAkt inh: inactive; GLP-1R inv ag: 4%

What do the screens show for `CCOc1ccc(NC(=O)CC2C(=O)N(c3cccc(C)c3)C(=O)N2Cc2ccco2)cc1` (configuration not stated)?
FUS suppressor: 21%; TDP-43 yeast inh: 4%; PTHR1 ag: inactive; Abeta yeast res: 1%; GLP-1R inv ag: -9%

Quoted at random: two records from the list.
How did Cc1ccc(Cl)cc1NC(=O)c1ccc(-c2nc(CSc3ccccc3)c(C)o2)cc1 do in these assays?
FUS suppressor: 30%; TDP-43 yeast inh: 8%; PTHR1 ag: -16%; Abeta yeast res: 2%; GLP-1R inv ag: -16%

Results for CC(=O)N1c2ccc(S(=O)(=O)N3CCC(C(=O)Nc4cc(C)cc(C)c4)CC3)cc2CC1C (configuration not stated) ?
FUS suppressor: 16%; TDP-43 yeast inh: -6%; aSyn rescue: -3%; PTHR1 ag: -21%; DRD3 antagonist: -10; Abeta yeast res: 9%; GLP-1R agonist: 8%; pAkt inh: inactive; GLP-1R inv ag: 29%

Bioassay records from PubChem BioAssay.
